# HTT cytoprotect: cytoprotection in Huntington HTT-Q103 PC12 cell model; PC12 HTT-Q103 induced, cytoprotection, ATP luminescence, 40 h; Potency, µM (series often up to 56.4 µM), for inactives: cytoprotection (ATP increase), usual class: activators; 0.14% of 230,000 active; AID 1471;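 further: % of control where 0% means no effect; nearly all actives have a fitted effect of over 45% in size; toxic huntingtin expression switched on by the ecdysone agonist tebufenozide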
#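 ATP quantification (ATPlite) reports survival of PC12 cells in which tebufenozide, 100 nM final, switches on Htt exon 1 with 103 glutamines linked to GFP; compounds are titrated.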
# aGlu spleen mod: lysosomal alpha-glucosidase (human) modulation; Potency, µM (doses to about 79.9 µM), for inactives: top-dose activity change, negative = inhibition, most hits filed as inhibitors; human spleen homogenate, 4-MU-alpha-glucoside fluorescence; 0.006% of 240,000 active; P10253; AID 2112;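 further: 0% = enzyme with vehicle and -100% = no enzyme basal signal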
#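 AC50 values come from Hill-equation fits of concentration-response data, normalized to no-enzyme and full-activity controls. Enzyme source: 1 ug human spleen homogenate; 1 mM fluorogenic 4-MU glucoside, pH 5.0 citrate buffer, 37 C, 40 min.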
# IMPase Li inh: IMPase inhibition in cells with lithium potentiation | CHO-M1 cells, IP1 TR-FRET (IP-One), carbachol + lithium | Potency, µM (doses to about 59.4 µM), without a hit: top-dose activity, negative = IMPase inhibition, actives largely listed as inhibitors | AID 1457 | 0.35% of 210,000 active;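 further: IP1 builds up when IMPase is blocked and the TR-FRET signal falls; plate controls were basal vehicle for no effect and high inhibitor control for full effect; nearly all actives have a fitted effect of over 50% in size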
#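 Lithium-sensitised IP1 accumulation assay; M1-expressing CHO cells treated 30 min at 37C with compound. Competitive antibody detection by time-resolved FRET followed a 10 min room-temperature lysis step.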
# HTT aggregate: inhibitors of mutant huntingtin aggregate formation in PC12 cells; PC12 HttQ103-GFP aggregates, Acumen cytometry, 40 h; Potency, µM (series often up to 46.1 µM), inactives show at the top dose activity change, negative = inhibition, usual class: inhibitors; 1.1% of 220,000 active; further: on the % scale 0 is the no-effect control and ±100 the full control effect; nearly all actives have a fitted effect of over 60% in size
#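 Ecdysone-promoter PC12 model expressing HTT exon 1 Q103 fused to GFP, induced by tebufenozide at 100 nM final. Compounds titrated; aggregates sized 1–25 µm scored on a 488 nm laser cytometer.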
# RGS12 GoLoco inh: blocks human Gai1 binding to RGS12 GoLoco peptide, red readout | P63096 | Gai1:RGS12 GoLoco peptide FP, rhodamine, 10 min | Potency, µM (top dose mostly 61.6 µM), for the others: at the top dose activity, negative = inhibition, hits mostly inhibitors | 0.44% of 230,000 active; active means well fitted inhibition curve with a large enough effect, not every such curve was filed as active; inactive means no such curve, though single readings can be large or run the other way; further: on the % scale 0 is the no-effect control and ±100 the full control effect; nearly all actives have a fitted effect of over 30% in size; many of its hits are not listed in these tables
# Target sequence (P63096 whole entry, looked up): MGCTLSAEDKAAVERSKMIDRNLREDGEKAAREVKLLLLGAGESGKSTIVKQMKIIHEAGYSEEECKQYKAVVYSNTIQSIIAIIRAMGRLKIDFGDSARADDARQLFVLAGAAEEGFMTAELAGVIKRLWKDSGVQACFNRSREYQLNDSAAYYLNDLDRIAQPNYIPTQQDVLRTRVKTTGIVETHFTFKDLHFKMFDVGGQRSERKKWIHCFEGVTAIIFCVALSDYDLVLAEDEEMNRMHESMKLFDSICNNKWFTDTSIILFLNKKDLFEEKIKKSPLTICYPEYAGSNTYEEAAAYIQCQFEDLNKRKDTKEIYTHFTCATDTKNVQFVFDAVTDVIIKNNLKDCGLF
# GAA glycogen mod: inhibitors or activators of human alpha-glucosidase glycogen cleavage. Potency, µM (titrated, usually from 76.4 µM), without a hit: top-dose activity change, negative = inhibition, hits mostly inhibitors. AID 2100. recombinant GAA, glycogen substrate, Amplex Red glucose oxidase fluorescence. 0.38% of 300,000 active. P10253;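 further: 0% = full enzyme reaction and -100% = no-enzyme basal signal; the screen sought inhibitors and activators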
#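 Natural-substrate format: glycogen cleavage by 4 nM human enzyme, glucose read by Amplex Red coupling (Ex 573, Em 610 nm). Normalized to enzyme and no-enzyme controls.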
# GAA inh: alpha-glucosidase (human) inhibition; P10253; 0.005% of 200,000 active; purified human GAA, 4-MU-alpha-glucoside fluorescence; Potency, µM (series often up to 76.9 µM), for the others: at the highest dose activity change, negative = inhibition, actives largely listed as inhibitors;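 further: plate controls were uninhibited enzyme wells for no effect and no-enzyme background for full effect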
#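 Read-out is 4-methylumbelliferone fluorescence (Ex 365/Em 440 nm) after NaOH/glycine stop at pH 10. Enzyme 4 nM, substrate 400 uM, pH 5.0 citrate buffer, 20 min room temperature; AC50 from Hill-equation concentration-response.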
# Active calls of the source: *; ? = inconclusive; · = no result given; [ ] = another dose, or the depositor's remark. Unless noted, the call rests on the fitted dose curve; in most records, active means well fitted curve in the direction sought with a large enough effect; inconclusive means small, poorly fitted or top-dose-only effect, or another doubt; inactive means no such curve, though single readings can be large; an effect the other way counts as inactive or inconclusive. Potency means the concentration at half of the fitted maximal effect. A portion of the library. The share of hits here may be higher or lower than overall.
# The line under a structure holds: RGS12 GoLoco inh	aGlu spleen mod	HTT cytoprotect	HTT aggregate	GAA glycogen mod	GAA inh	IMPase Li inh
- CCOC(=O)Nc1ccc2c(c1)N(C(=O)N1CCN(C)CC1)c1ccccc1CC2
→ 7%	12%	9%[10 µM]	-5%[9.22 µM]	-4%	?	26%
- CCC(=O)Nc1ccc(C(=O)CSc2nc3ccc(C)cc3[nH]2)cc1
→ 8%	9%	-22%[10 µM]	8%	-8%	8%	0%
- CC(C)(C)OC(=O)NC(Cc1ccccc1)C(=O)O (stereo not drawn)
→ 7%	-1%	3%[10 µM]	-3%[9.22 µM]	5%	·	·
- CCOc1ccc(/C=N/NC(=O)c2cc(-c3cccn3C)n[nH]2)cc1
→ 7%	·	-10%	-23%	3%	-3%	?
- CCCCN(CC)C(=O)c1cccc(Cl)c1
→ 2%	-4%	-5%	-1%	-6%	-9%	39%[activator][38.3 µM]
- COCCNC(=O)c1csc2c1CCCC2
→ 0%	1%	9%	?	-3%	6%	-5%[38.3 µM]
- CC1=[N+](C)N(c2ccccc2)C(=O)C1N=Cc1c(Cl)cccc1Cl (stereo not drawn)
→ 3%	5%	-8%[1.9 µM]	1%	?	-5%	-3%
- CC(C)(C)c1cc(Cl)c(O)c(NC(=S)NC(=O)c2cccnc2)c1
→ 14%	0%	-96%[inhibitor]	?	-9%	-9%	0%
- O=c1[nH]c(CN2CCN(c3ccc(O)cc3)CC2)nc2scc(-c3ccc(Cl)cc3)c12
→ 158%[activator]	0%	-46%[inhibitor][10 µM]	19%	?	10%	-14%
- CCOC(=O)/C(C#N)=C/c1ccc(-c2ccsc2C(=O)OC)o1
→ 24%	-3%	19%	-2%	-5%	7%	-5%[38.3 µM]
- CC(C)n1c(=O)[nH]c2ccccc21
→ 1%	-6%	-10%	-4%	9%	-3%	-9%[38.3 µM]
- Cc1ccc(F)c([C@H]2[C@H]3C=CC[C@@H](C)[C@@H]3C(=O)N2Cc2ccccc2)c1
→ 3%	4%	-30%[10 µM]	-45%[9.22 µM]	-2%	·	·
- CCOC(=O)c1c(CN(CC)CC)n(C)c2cc(Br)c(O)cc12
→ 0%	-16%	7%[10 µM]	6%[9.22 µM]	-7%	·	·
- CCc1ccc(NC(=O)c2ccc3ncsc3c2)cc1
→ 6%	-5%	-42%[inhibitor]	3%	27%	5%	-7%[38.3 µM]
- CCC(C)Sc1nc(C)nc2c1c(=O)n(C)c(=O)n2C (stereo not drawn)
→ 8%	-12%	-18%	-7%	3%	-13%	10%[38.3 µM]
- COc1cc2[nH]c(=S)n(CCCN3CCOCC3)c(=O)c2cc1OC
→ 2%	-2%	-3%	17%	-6%	-4%	23%[38.3 µM]
- CN(C(=O)c1ccc(Cl)c(S(=O)(=O)N2CCOCC2)c1)c1ccccc1C(=O)O
→ 5%	-3%	0%	1%	5%	-4%	-13%[38.3 µM]
- O=C1Nc2ccc(F)cc2C12Nc1ccccc1-c1nnc(SCc3ccccc3)nc1O2 (stereo not drawn)
→ 36%[activator]	-4%	-15%	-13%	-4%	-1%	-1%[38.3 µM]
- Cc1ccc(CNC(=O)CNC(=S)N(Cc2ccccc2)Cc2ccccc2F)cc1
→ -6%	-3%	-73%[inhibitor]	?	-6%	-4%	17%
- CC1=C(C(=O)Nc2ccccc2)C(c2ccncc2)n2nnnc2N1 (stereo not drawn)
→ ·	6%	-34%	-32%	5%	?	·
- CCOc1ccccc1C(=O)N(C)Cc1cc2cc(OC)ccc2[nH]c1=O
→ 18%	-2%	2%	?	10%	-8%	-1%[38.3 µM]
- CCCOc1ccc(C(=O)CCN2CCN(C(=O)OCC)CC2)cc1
→ 4%	-4%	3%	-13%	-1%	-2%	5%
- Cc1cc(C(=O)CSCCCn2c(=O)[nH]c3ccccc32)c(C)n1C
→ 6%	-9%	-2%[10 µM]	27%	-2%	-2%	4%[38.3 µM]
- Cn1c(/C(C#N)=C/c2ccncc2)nc2ccccc21
→ 25%	-3%	19%[10 µM]	18%[9.22 µM]	-5%	?	2%
- COc1cc(NC(=O)CN(c2ccc(C)cc2)S(=O)(=O)c2c(C)nn(C)c2C)cc(OC)c1
→ 7%	5%	3%	-2%	-5%	-12%	-2%[38.3 µM]
- CCCC[C@@H](C=O)NC(=O)[C@H](CC(C)C)NC(=O)OCc1ccccc1
→ -1%	-3%	-98%[inhibitor]	·	·	·	23%
- O=C(CSCc1c(Cl)cccc1Cl)Nc1ccc2c(c1)OCO2
→ 14%	-4%	-2%	7%	-12%	-5%	3%[38.3 µM]
- CC(=O)Nc1nc(C)nc(-c2ccccc2OC(C)=O)n1
→ 4%	-10%	-7%	-12%	-8%	-5%	9%[38.3 µM]
- COc1ccccc1-n1c(N)cc(=O)nc1SCC(=O)Nc1cc(C)on1
→ -10%	2%	-38%[inhibitor]	4%	-4%	2%	1%
- O=C(CCn1c(=S)oc2ccccc21)Nc1cccc(F)c1
→ 2%	0%	-53%[inhibitor]	12%	6%	-6%	-14%
- O=C(Nc1ccccc1F)c1cnccn1
→ -4%	-2%	-24%	-1%	-3%	0%	-2%
- Nc1nnc(CCN2C(=O)CSC2=O)s1
→ 6%	3%	-24%	-16%	-1%	-2%	4%[38.3 µM]
- OCc1nc2ccccc2n1CC(O)COc1ccccc1 (stereo not drawn)
→ -3%	1%	-5%[10 µM]	-5%	-5%	5%	0%[38.3 µM]
- Cc1ccc2cc(CCNC(=O)C(C)(C)C)c(=O)[nH]c2c1
→ -1%	-6%	-11%	-1%	-1%	-4%	23%[38.3 µM]
- CN1CCCCC1=NCCCn1cnc2c1c(=O)n(C)c(=O)n2C
→ 0%	3%	-3%	4%	9%	-1%	3%[38.3 µM]
- CC1(CC(=O)N/N=C/c2cc([N+](=O)[O-])c(O)cc2O)OCCO1
→ 4%	-8%	·	-15%	9%	?	5%
- CCCCCC(=O)NC(=S)NNC(=O)CC
→ 9%	-5%	-18%	-20%	-4%	-4%	23%[38.3 µM]
- CCN(CCCNC(=O)C1CCC(=O)N1C1CCCC1)c1cccc(C)c1 (stereo not drawn)
→ -6%	-7%	-16%	-5%	-5%	-1%	0%[38.3 µM]
- Cc1ccc(S(=O)(=O)NCCNC(=O)c2ccccc2)cc1
→ -3%	6%	10%	9%	-5%	0%	-3%[38.3 µM]
- CN(CCCCN1CCOCC1)Cc1nc(-c2ccc3c(c2)OCO3)no1
→ 4%	3%	-21%	-16%	-5%	2%	8%
- CC(C)CC(=O)NC(=S)Nc1ccc(NC(=O)c2cccs2)cc1
→ -6%	-3%	-11%	2%	-6%	-6%	24%[38.3 µM]
- CC(C)(C)NS(=O)(=O)c1ccc(-c2csnn2)s1
→ 2%	1%	0%	-5%	3%	1%	19%[38.3 µM]
- COc1ccc(Cl)cc1C(=O)NC(C)C
→ 2%	-1%	-33%[inhibitor]	-9%	-3%	0%	3%
- C=C1CC2C=C(NC(C)=O)CC(C1)C2 (stereo not drawn)
→ 11%	3%	-15%	3%	4%	-3%	6%[38.3 µM]
- Cc1ccnc(NC(=O)/C=C/c2cccs2)c1
→ 10%	1%	-49%[inhibitor][10 µM]	-2%	-8%	6%	-6%
- COc1ccccc1NC(=O)CNc1ccc(F)c(Cl)c1
→ ·	6%	7%[10 µM]	7%	18%	-8%	·
- CCO[C@H]1OC(C(=O)NC2CC2)=C[C@@H](c2csc3ccccc23)[C@@H]1CCCO
→ -3%	4%	1%[10 µM]	28%[9.22 µM]	8%	·	12%
- C=CCn1c(COc2ccccc2F)nnc1SCC(=O)c1c[nH]c2ccccc12
→ -4%	-7%	11%[1.9 µM]	-24%	1%	-9%	3%
- O=C(NCc1nnc2c3ccccc3c(-c3ccccc3)nn12)c1ccc(Cl)cc1
→ 0%	-6%	·	-26%	-4%	-4%	13%
- O=C(CNC(=O)c1ccco1)NCC(=O)OC(C(=O)c1ccccc1)c1ccc(Cl)cc1 (stereo not drawn)
→ 9%	-2%	10%[10 µM]	-21%	2%	-1%	3%
- CCN1CCN(C(=O)C(C)Nc2cc(Cl)c(OC)cc2OC)CC1 (stereo not drawn)
→ -42%	3%	-45%[inhibitor]	9%	-16%	4%	10%
- O=C(Cc1ccc(Cl)cc1)Nc1ccc(NC(=O)c2cccs2)cc1
→ 2%	4%	-19%	0%	9%	6%	-10%
- CCOc1cc(/C=C2\SC(=N)N(c3nonc3N)C2=O)ccc1OCC(N)=O
→ 6%	-4%	28%[10 µM]	-22%	-4%	-12%	-9%
- O=C(Nc1ccc(F)cc1F)c1c(C(F)(F)F)ccnc1Oc1ccccc1
→ 6%	-9%	11%[10 µM]	-4%[9.22 µM]	0%	1%[15.4 µM]	·
- COc1cc(CCC(=O)OCC(=O)Nc2ccccc2OC(F)F)cc(OC)c1OC
→ 3%	-1%	-32%	24%	0%	?	-1%
- OC[C@@H]1O[C@@H](N2CCN([C@@H]3O[C@@H](CO)[C@@H](O)[C@H](O)[C@H]3O)CC2)[C@@H](O)[C@H](O)[C@H]1O
→ 0%[14.2 µM]	·	4%[10 µM]	·	·	·	-5%
- COc1ccc(N(C(=O)c2ccc(S(=O)(=O)N3CCOCC3)cc2)C2C=CS(=O)(=O)C2)cc1 (stereo not drawn)
→ 7%	-7%	5%	5%	2%	-10%	8%[38.3 µM]
- CCCCN1C(=O)NC(NC(=O)C2CC2)(C(F)(F)F)C1=O (stereo not drawn)
→ 2%	0%	?	7%	-9%	-5%	-12%
- CC(CCC(=O)O)C1CCC2C3C(=O)CC4CC(=O)CC[C@@]4(C)C3CC(=O)[C@]12C (stereo partly drawn)
→ -4%	-4%	-70%[inhibitor]	·	·	·	-1%
- O=c1c(O)c(-c2ccc(O)c(O)c2)oc2ccccc12
→ 4%	-9%	17%[1.9 µM]	·	·	·	16%

# One compound at a time, as listed above. Order of values: RGS12 GoLoco inh | aGlu spleen mod | HTT cytoprotect | HTT aggregate | GAA glycogen mod | GAA inh | IMPase Li inh
# CC(C)n1c(=O)[nH]c2ccccc21 across the screens: 1% | -6% | -10% | -4% | 9% | -3% | -9%[38.3 µM]
# C=CCn1c(COc2ccccc2F)nnc1SCC(=O)c1c[nH]c2ccccc12 across the screens: -4% | -7% | 11%[1.9 µM] | -24% | 1% | -9% | 3%
# Cc1cc(C(=O)CSCCCn2c(=O)[nH]c3ccccc32)c(C)n1C across the screens: 6% | -9% | -2%[10 µM] | 27% | -2% | -2% | 4%[38.3 µM]
# CCOc1ccc(/C=N/NC(=O)c2cc(-c3cccn3C)n[nH]2)cc1 across the screens: 7% | · | -10% | -23% | 3% | -3% | ?

# Compound activity deposited in PubChem by National Center for Advancing Translational Sciences (NCATS).
